# EP2 antag: inhibitors of human EP2 prostaglandin E2 receptor; C6 glioma cells expressing human EP2, cAMP TR-FRET; cells stimulated with saturating PGE2; AID 1422; actives 0.52% (n = 260,000); inhibition, % at 25 µM;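 active = percent inhibition above 40 after rounding to a whole number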;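 also: rat C6 glioma host cells with rolipram phosphodiesterase inhibitor present; the protocol text gives 20 µM as final concentration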
# Target sequence (P43116 whole entry, looked up): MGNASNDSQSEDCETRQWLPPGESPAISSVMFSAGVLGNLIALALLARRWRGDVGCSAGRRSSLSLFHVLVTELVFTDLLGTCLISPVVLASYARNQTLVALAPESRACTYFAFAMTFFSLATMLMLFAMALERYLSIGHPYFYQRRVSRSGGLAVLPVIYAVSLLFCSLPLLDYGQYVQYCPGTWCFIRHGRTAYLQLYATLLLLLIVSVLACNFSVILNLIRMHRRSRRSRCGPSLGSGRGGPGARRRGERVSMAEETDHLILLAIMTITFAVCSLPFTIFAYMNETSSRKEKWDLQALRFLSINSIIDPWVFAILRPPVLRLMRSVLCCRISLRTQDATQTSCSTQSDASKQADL
# Tb hexokinase: T. brucei hexokinase 1 inhibition; recombinant TbHK1, G6PDH-coupled NADH A340; inhibition, % at 10 µM; actives 0.11% (n = 220,000); AID 1430;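 active = inhibition of 50% or more in the single-dose primary screen; inactive = inhibition below 50%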
# 14-3-3 Bad inh: disrupts binding of bovine 14-3-3 zeta to phospho-Bad peptide; TR-FRET 14-3-3zeta/Dy647-pBad peptide displacement, 1 h; P63103; inhibition, % at 21.7 µM; actives 0.71% (n = 220,000);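 active = inhibition above about 70%, limit read from the data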;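 also: 0% = full 14-3-3 plus peptide FRET controls and 100% = background without 14-3-3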
# Target sequence (P63103 whole entry, looked up): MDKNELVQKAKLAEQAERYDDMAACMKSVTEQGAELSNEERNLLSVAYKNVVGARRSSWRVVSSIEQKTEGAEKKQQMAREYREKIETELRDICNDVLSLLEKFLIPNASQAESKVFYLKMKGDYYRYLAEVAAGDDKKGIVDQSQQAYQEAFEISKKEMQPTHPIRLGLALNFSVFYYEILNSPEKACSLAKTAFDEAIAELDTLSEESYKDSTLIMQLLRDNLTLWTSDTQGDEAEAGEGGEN
# zVAD death inh: L929 zVAD cell death inhibition. L929 zVAD necroptosis rescue, ATP luminescence, 24 h; with zVAD 60 µM. viability rescue, % at 10 µM. actives 0.38% (n = 220,000). AID 1377;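 active = activation, scaled between plate controls, above about 75%, limit read from the data; inactive = activation under that limit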;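 also: 0% = zVAD with DMSO and 100% = DMSO alone without zVAD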
# eIF4E 4G PPI: eIF4E/eIF4G interaction inhibition in translation initiation; P63073+Q04637; TR-FRET eIF4E-eIF4GI(517-606) binding, 2 h; inhibition, % at 21.7 µM; actives 0.37% (n = 220,000);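 active = inhibition above about 30%, limit read from the data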;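 also: 0% = full FRET control wells and 100% = background wells lacking eIF4GI fragment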
# Calpain2 inh: blocks pig calpain II enzyme activity; AID 1236; purified calpain II, fluorogenic peptide substrate, 30 min; inhibition, % at 16 µM; actives 0.37% (n = 220,000);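 active = inhibition above about 50%, limit read from the data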
# EP2 modulator: modulators of human EP2 prostaglandin E2 receptor | EP2-expressing cells, cAMP HTRF FRET, PGE2 co-stimulation | induction, % at 25 µM | actives 0.83% (n = 260,000);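 active = compounds whose cAMP rise, as percent of the full-agonist control response, exceeds 60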;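 also: rat C6 glioma line stably carrying human EP2 under a CMV promoter; the protocol text gives 20 µM as final concentration; 100% = response of wells given 1 µM PGE2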
# Rad51 HR inh: blocks human Rad51 in homologous recombination; actives 0.085% (n = 200,000); Q06609; hRad51 DNA strand exchange, fluorescence dequenching; inhibition, % at 10 µM;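 active = inhibition above 40% at the single screening dose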;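 also: 0% = DMSO control wells and 100% = blanks with heterologous ssDNA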
# Target sequence (Q06609 whole entry, looked up): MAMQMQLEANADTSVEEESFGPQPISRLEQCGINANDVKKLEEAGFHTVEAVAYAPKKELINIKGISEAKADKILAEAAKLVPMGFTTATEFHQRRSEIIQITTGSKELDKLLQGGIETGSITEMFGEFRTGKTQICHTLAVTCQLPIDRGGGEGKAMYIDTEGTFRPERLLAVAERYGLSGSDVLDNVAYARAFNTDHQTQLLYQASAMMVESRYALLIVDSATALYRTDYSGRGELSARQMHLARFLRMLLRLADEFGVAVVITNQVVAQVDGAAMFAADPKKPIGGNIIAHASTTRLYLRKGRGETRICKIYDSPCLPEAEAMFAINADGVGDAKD
#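 Test system: preformed human Rad51 ssDNA filaments; also added: Donor/quencher-labelled 47-bp dsDNA substrate; doses: 10 µM final, single point; times: 37 °C 15-min filament assembly, 30-min compound preincubation, 15-min exchange; detection: FRET fluorescence dequenching, excitation 485 nm, emission 520 nm; read-out basis: Fluorescence-based percent inhibition, control- and blank-normalised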
# Hck Nef HTS: human Hck-Nef kinase inhibition. Recombinant Hck-YEEI plus Nef, Z-Lyte FRET kinase assay. inhibition, % at 20 µM. actives 0.68% (n = 220,000);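 active = Hck-Nef kinase inhibition above about 50%, limit read from the data; inactive = inhibition below that limit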;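 also: 0% = DMSO with Hck plus Nef and 100% = Hck alone without Nef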
# * = called active by the depositor; i = inactive; nt = not tested or not shown; & = joins results of further samples; [ ] = another dose, or the depositor's remark.
SMILES,EP2 antag,Tb hexokinase,14-3-3 Bad inh,zVAD death inh,eIF4E 4G PPI,Calpain2 inh,EP2 modulator,Rad51 HR inh,Hck Nef HTS
CCOc1ccc(N2C(=O)CC(N3CCOCC3)C2=O)cc1 (stereo not given),7.6,0.2,1.2,2.0,1.1,-12.0,0.9,4.1,-1.9
Clc1ccc(CCNc2nc3ccccc3n3nnnc23)cc1,nt,-14.0,-3.2,0.3,4.5,-30.6,11.8,nt,-0.1
Cc1ccc(NC(=O)c2cccnc2)cc1S(=O)(=O)N(C)C,9.3,-2.9,-18.2,40.5,1.7,10.4,19.4,17.9,18.6
Cc1ccc(-n2c(SCC(=O)N/N=C/c3ccccc3OCC(=O)O)nc3ccccc3c2=O)cc1,1.9,-2.7,2.6,0.1,-5.5,-4.5,1.6,0.9,24.4
CCc1cc2c(-c3ccccc3)cc(=O)oc2c(CN2CCOCC2)c1O,12.1,-22.5,-7.7[fluorescence artefact?],0.5,7.0,-75.4,-8.0,-6.3,-1.0
NS(=O)(=O)c1ccc(CCNCc2cc(Br)ccc2OCc2ccccc2)cc1,7.2,17.0,-23.2[fluorescence artefact?],-0.4,2.7,45.0,1.3,3.2,-0.3
COc1cc(/C=N/NC(=O)C2CCN(CC(O)COCc3ccccc3)CC2)cc(OC)c1OC (stereo not given),0.4,0.2,-3.9,-0.3,6.5,-8.1,-19.5,10.2,18.9
CCOc1cc(CNCC(C)C)c(Cl)cc1OCC(=O)Nc1ccccc1,8.7,13.1,-7.8,-0.4,-1.7,-12.3,-22.6,nt,5.7
Cc1c(Cl)cnc(NC(=O)COC(=O)CCc2nc3ccccc3s2)c1Cl,6.1,3.4,0.1,1.9,6.2,-1.1,-12.0,-0.3,-1.7
Cc1ccc(OCC(=O)N2CCN(C(=O)c3cccnc3)CC2)cc1,5.4,-2.2,1.9,1.0,2.8,0.6,-3.9,4.4,3.8
CCOc1cc(C(=O)Nc2ccc([N+](=O)[O-])cn2)cc(OCC)c1OCC,1.9,20.7,-0.3[fluorescence artefact?],0.5,4.1[fluorescence artefact?],13.6,12.3,6.7,3.8
Cc1ccc(S(=O)(=O)c2nc(-c3ccco3)oc2SCC(=O)NCC2CCCO2)cc1 (stereo not given),6.6,-6.6,-10.9[fluorescence artefact?],-0.3,-2.8,-22.8,-1.5,2.1,-1.7
N/C(COc1ccccc1)=N\NC(=O)c1cccnc1Oc1ccccc1,10.3,-1.3,3.0,-0.2,-6.3[fluorescence artefact?],5.6,2.5,-0.1,0.9
Cc1cc(C(F)(F)F)nn1Cc1n[nH]c(=S)n1Cc1ccccc1,1.8,-1.0,-14.7,nt,0.0,-13.2,20.7,-7.6,-10.0
CCOC(=O)c1cnc2cc(-c3ccc(C)cc3)nn2c1-c1ccccc1,8.9,-20.0,-1.3[fluorescence artefact?],0.2,-21.7[fluorescence artefact?],-192.6,34.4,2.2,2.8
O=C(N/N=C\c1ccc(F)cc1)c1ccc(F)cc1,3.6,1.5,-6.2,1.6,-1.0,-6.2,-31.2,20.8,-11.4
NS(=O)(=O)c1ccc(CCNC(=O)C2CCCCC2)cc1,7.2,-4.1,4.5,-0.2,6.2,12.8,-11.1,3.3,2.7
Cc1ccc(N2C(=O)c3ccccc3C2C(=O)c2ccc(O)cc2O)cc1 (stereo not given),7.2,-1.9,-6.0,0.1,-0.8[fluorescence artefact?],23.0,23.9,nt,-69.4
Cc1ccc(C)c(S(=O)(=O)N2CCCOC2CNC(=O)C(=O)NCc2ccncc2)c1 (stereo not given),5.5,-2.5,-16.0,0.5,-1.8,6.0,34.1,4.4,27.4
CCOC(=O)CC1C(=O)NCCN1S(=O)(=O)c1ccccc1 (stereo not given),4.9,-13.9,-12.9,-0.1,-1.3,-24.1,12.4,11.5,5.5
CCOc1ccc(C(=O)n2cnnc2N)cc1,3.8,-10.2,1.1,-0.4,-5.4,-7.5,21.4,-1.5,-16.2
Cc1cc(C)cc(N(C(=O)Cn2nnc3ccccc32)C(C(=O)NCc2ccco2)c2ccncc2)c1 (stereo not given),10.2&9.2,0.3,9.4,-0.6,5.2,2.5,-34.2&-19.2,21.0,0.1
OC(COc1cc(Cl)c(Cl)cc1Cl)CN1CCN(c2ncccn2)CC1 (stereo not given),10.9,-6.3,0.8,0.4,3.0[fluorescence artefact?],-8.6,-12.1,4.4,1.8
COc1ccccc1C(=O)NCCc1nc2ccccc2n1C,7.9,nt,-2.6,nt,4.1,-10.0,3.1,-8.2,nt
O=C(CCC(=O)c1cccs1)NCc1ccc(F)cc1,10.4,-4.5,-13.4,-0.6,3.6,-17.2,7.5,3.4,14.8

# (list continues)
SMILES,EP2 antag,Tb hexokinase,14-3-3 Bad inh,zVAD death inh,eIF4E 4G PPI,Calpain2 inh,EP2 modulator,Rad51 HR inh,Hck Nef HTS
O=C(NN1CCN(Cc2ccccc2Cl)CC1)c1ccc(Cl)cc1,5.7,1.3,10.7[fluorescence artefact?],0.1,17.5,-1.2,-65.8,17.3,2.0
CCc1ccc(NS(=O)(=O)c2cccc3nonc23)cc1,7.6,0.9,2.0,0.2,-0.7,-3.3,-17.7,9.5,28.0
CN1C(=O)c2ccccc2OC1(C)Cc1ccccc1 (stereo not given),8.8,-6.2,-11.9,-0.4,0.0,2.4,11.5,13.9,1.6
CN(C)c1cccc(NC(=O)C2(C)CC2(Cl)Cl)c1 (stereo not given),3.9,-1.4,-4.7,0.8,-1.5[fluorescence artefact?],-5.8,0.7,6.7,-1.6
Clc1c(-c2ccccc2)nnn1-c1ccccc1,2.7,0.8,3.6[fluorescence artefact?],0.5,-3.0,-1.0,45.6,nt,4.3
COC(=O)CSc1nc(C)cc(C)c1C#N,7.5,3.0,5.6,5.5,2.9,-16.0,-1.4,3.5,21.9
CC1(C(=O)NC(=S)N(CCC#N)c2ccccc2)CC1(Cl)Cl (stereo not given),11.9,-3.1,-7.6[fluorescence artefact?],0.3,0.6,-36.7,16.6,-7.1,1.5
CN(C)c1ccc(N/C=C/C(=O)c2ccc(F)cc2)cc1,4.2,-5.1,-2.9[fluorescence artefact?],0.2,-13.3,18.8,-6.8,0.3,-7.9
Cc1c(C#N)c2ncnc(N)c2n1-c1ccccc1,11.0,3.3,-8.5[fluorescence artefact?],1.4,-2.6[fluorescence artefact?],-13.3,14.6,7.3,3.2
O=C(/C=N/O)Nc1cccnc1,9.0,4.0,13.1,0.4,0.4,3.8,12.5,4.2,2.2
COc1ccc(CC2C(=O)OC(C)(C)OC2=O)cc1,6.4,5.1,-9.0,-0.3,-5.9,-32.6,15.2,-1.8,-0.3
O=C(NN1C(=O)CSC1=S)c1cccnc1,4.5,-9.6,9.0,0.1,-3.8,0.6,-1.1,nt,21.2
CC1(C)SCC(C(=O)O)NC1=O (stereo not given),-3.9,-3.6,-0.2,1.7,-0.6,-18.8,-10.0,17.8,25.2
CC(=O)Nc1ccc(NC(=O)/C=C/c2ccc(Cl)cc2)cc1,4.2,0.6,17.8,5.8,-0.9,18.2,-23.9,-5.6,22.8
COc1ccccc1N1CCN(CC(=O)Nc2cc(F)ccc2C)CC1,11.2&7.0,-1.9,-1.8,1.2,-7.6[fluorescence artefact?],-18.5,16.5&-33.4,-7.9,0.1
CCc1ccc2c(c1)/C(=N/N(C)C(=S)NC)C(=O)N2,nt,-10.1,-5.6,0.8,6.8,-9.1,-0.4,nt,-1.8
CCOC(=O)c1c(C)nc2c(c1-c1cc(OC)ccc1OC)C(=O)CC(C)(C)C2,8.0,-3.5,-1.4,-0.4,3.0,3.0,11.4,10.3,22.3
Cc1ccc(C(=O)NNC(=O)c2cccnc2SCc2cccc([N+](=O)[O-])c2)cc1,6.2,-2.4,-5.0,0.2,-2.8,-8.9,13.3,1.1,3.1
C/C(=N\NC(=O)c1[nH]c2c([N+](=O)[O-])cc(C)cc2c1-c1ccccc1)c1cccnc1,11.4,-27.6,25.3,1.7,-7.1[fluorescence artefact?],-61.1,-1.6,-15.9,9.9
O=C(CCn1c(=O)oc2ccccc21)NCc1ccc2c(c1)OCO2,7.5,-1.6,13.9,0.8,4.5[fluorescence artefact?],-9.0,12.3,-8.7,-2.9
COc1cc(C(=O)N[C@H](C(=O)NC2CCCCCC2)C(C)C)cc(OC)c1OC,8.4,-4.6,17.7,-1.1,2.2,2.3,6.5,-2.0,2.0
CCN(CC)S(=O)(=O)c1ccc(N2CCOCC2)c(NS(=O)(=O)c2ccc(C)cc2)c1,7.9,22.8,-19.2,0.0,3.9[fluorescence artefact?],8.0,3.6,1.7,2.9
Cc1c2cnn(CC(=O)Nc3cccc(C(F)(F)F)c3)c(=O)c2c(C)n1Cc1ccccc1F,9.6,-0.2,6.3,1.1,9.6[fluorescence artefact?],-13.0,22.9,-15.8,6.0
Cc1cccc(N=Cc2[nH]c3ccc(Br)c(Cl)c3c2O)c1,8.2,12.2,49.0,-0.1,17.1,2.4,-52.4,i,9.2
O=C(CN1CCOc2ccccc21)NCc1cccs1,1.4,-1.5,5.1[fluorescence artefact?],0.2,0.6,-35.9,-4.0,-3.2,2.3

# Next part.
SMILES,EP2 antag,Tb hexokinase,14-3-3 Bad inh,zVAD death inh,eIF4E 4G PPI,Calpain2 inh,EP2 modulator,Rad51 HR inh,Hck Nef HTS
Cn1c(=O)n(C)c2cc([N+](=O)[O-])c(N3CCN(S(=O)(=O)c4ccccc4)CC3)cc21,22.5,-1.6,2.0[fluorescence artefact?],-0.7,4.2,4.4,-4.5,0.0,0.2
COc1ccc(-c2cc(C(=O)NNC3=NCCC3)c3c(C)nn(-c4ccccc4)c3n2)cc1,-2.6,-12.2,-14.7,13.7,-0.1,-93.0,-25.8,-0.5,9.0
Cc1c(C(=O)N2CCN(Cc3ccccc3)CC2)sc2ncnc(N3CCOCC3)c12,8.0,-13.6,7.2,0.1,-1.1,-26.9,14.3,0.5,3.2
O=C(O)/C=C\C(=O)NCc1cccnc1,11.2&2.4,-2.3,-2.9,1.7,0.1,-13.8,-22.6&15.2,nt,18.6
CC(NC(=O)CN1CCN(Cc2ccc(Cl)cc2)C1=O)c1ccc2c(c1)OCCO2 (stereo not given),12.5,7.7,15.1,nt,1.0,16.4,7.7,-1.8,-11.0
COc1ccc(OCC(=O)Nc2cc(-c3nn(C)c(=O)c4ccccc34)ccc2N2CCOCC2)cc1,6.2,-4.1,3.3,-0.7,-13.6,14.4,16.9,7.0,10.9
CC(Cc1ccccc1)C(=O)NCc1ccncc1 (stereo not given),-0.5,1.7,-5.5,3.5,-0.4,-7.5,-5.0,-2.2,-4.1
C/C(=N\Nc1nc(N2CCCCCC2)nc(N2CCCCCC2)n1)c1ccccc1,7.8,1.1,-14.5,7.9,0.5,-2.3,21.7,37.2,21.1
O=c1c2c(-c3ccco3)csc2nc(SCc2cn3cccnc3n2)n1-c1ccccc1,9.2,-22.8,8.8,1.0,-5.9,-136.2,-7.2,1.7,2.1
CSCCC(NC(=O)C1CCC(C)CC1)C(=O)OCC(=O)c1ccc(Cl)cc1 (stereo not given),3.2,7.6,-19.6,0.0,6.0,-0.3,25.7,-1.6,1.0
CCC(C)NCCOCCOc1ccc(F)cc1 (stereo not given),10.1,5.2,21.1[fluorescence artefact?],0.0,-1.1,8.6,18.8,-10.8,-11.4

# Bioassay records from PubChem BioAssay.

# These rows are one share of the data; count on the stated rates, not on these rows.
